Dynein transport – blocks dynein driven cargo transport along microtubules. 3617.4 mouse cells, GR-EGFP nuclear translocation imaging; test concentration mostly 20 µM; stimulated with dexamethasone, 1 µM; hits give low values. z-score, hits read low. 0.47% of 220,000 active;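 active means plate z-score of nuclear minus cytoplasmic receptor signal below a set negative limit, without overly bright fluorescence or cell loss, cut at about -3.5 in these data, passing the limit was not always enough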;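 further: z-score of nuclear minus cytoplasmic ring GR-EGFP intensity difference per well; some compounds called inactive have numbers as strong as hits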
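Buffer or medium – tet-free medium with charcoal-stripped serum · Signal – automated 10x imaging of fixed Hoechst-stained cells · Also added – dexamethasone agonist, 1.0 µM final, for 30 min · Incubation – induction 48 h, compound 1 h, agonist 30 min · Read-out – GR-EGFP nuclear translocation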
T cell HTS – T cell immune modulators affecting CD8 T cell-vesicle binding; calls only at 7 µM; 2C CD8+ T cell-vesicle binding, flow cytometry; hits give low values; 0.068% of 330,000 active;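 active means response, share of CD8 T cells binding vesicles, and their 90th percentile fluorescence all below set limits, cut at about 80% in these data, passing the limit was not always enough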
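Also added: QL9-peptide-loaded Drosophila micro-vesicles bearing Ld, ICAM-1 and B7-1; Test system: purified 2C TCR transgenic mouse naive CD8+ T cells; Measured by: cytometric PE anti-B7-1 and Alexa647 anti-CD8 signals after 1% paraformaldehyde fixation; Timing: binding step 1.5 h, 37 °C, antibody labelling 20 min, ice.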
MT stabilize HCS – microtubule stabilization, imaging screen; HeLa tubulin immunostaining HCS, 24 h; share of cells brighter than vehicle mean+2SD; % tubulin-high responders, % at 10 µM; 0.83% of 200,000 active; AID 2205;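 active means plate Z-score above 3 for both tubulin-high and condensed-nucleus cell shares, with cell loss under 80%, at 10 µM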;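 further: anti alpha tubulin signal scored within the nucleus-defined area of each cell; some results filed as inactive read as strong as hits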
P. falciparum M17LAP – P. falciparum M17LAP inhibitors, primary screen, biochemical, fluorogenic H-Leu-NHMec substrate, 1536-well (AID 1619). 0.38% of 220,000 active. recombinant M17LAP, H-Leu-NHMec fluorogenic kinetic assay; higher % means a stronger effect. inhibition, % at 30 µM; hits with a dose series show IC50 in µM;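 active means compound inhibiting the enzyme by more than half at any dose during confirmatory dose-response retesting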;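 further: plate controls were full reaction with DMSO carrier for no effect and no enzyme background for full effect; strong numbers were not always called active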
M1AAP inhibition – malaria alanyl aminopeptidase activity blockers – biochemical, fluorogenic H-Leu-NHMec substrate, 1536-well (AID 1445); recombinant M1AAP, H-Leu-NHMec fluorogenic kinetic assay; higher % means a stronger effect; one-dose inhibition, % at 30 µM; IC50 in µM for titrated hits; 0.42% of 220,000 active;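 active means primary inhibition above the hit cutoff, then over 50% inhibition at one or more dose response concentrations, cut at about 23% in these data, passing the limit was not always enough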;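 further: plate controls were DMSO full reaction for no effect and no enzyme background for full effect; strong numbers were not always called active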
Yfh1-depleted yeast – enhancers of respiration in Yfh1-depleted yeast, dose response, Friedreich's ataxia, plus single-dose screen (AID 1465); 0.074% of 220,000 active; S. cerevisiae Yfh1-off respiration, WST-1 reduction, 72 h; higher fold induction means a stronger effect; one-dose fold induction at 50 µM; EC50 in µM for titrated hits;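 active means fold induction of absorbance versus untreated yeast above a set limit, then at least 30% activation at any dose in follow-up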;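 further: activators that raise dye reduction in frataxin-depleted yeast; strong numbers were not always called active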
WT yeast gro inh – growth inhibition of WT yeast, mitochondrial fusion screen | 2.1% of 190,000 active | AID 1362 | inhibition, % at 10 µM | mitochondrial fusion phenotypic screen, WT strain; in the data active means inhibition above about 58%; tested in S. cerevisiae
Autophagy mod – modulators of autophagy; MEF GFP-LC3 puncta imaging; test concentration mostly 10 µM; calls only at 10 µM (by protocol); AID 463193; 0.98% of 190,000 active;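 active means percentage of spot-positive cells more than 3 SD above its plate mean, without a fluorescence outlier flag or 80% toxicity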;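 further: spot-positive cell cutoff set from DMSO-treated cells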
bCat nuc transl – modulators of beta-catenin nuclear translocation | 0.3% of 190,000 active | HeLa beta-catenin nuclear translocation, immunofluorescence imaging | nuclear translocation activity, % at 5 µM;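 active means nuclear translocation activity above 50% at 5 µM, with a well cell count of 50 or more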;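 further: per-cell ratio of nuclear to cytoplasmic median beta-catenin stain intensity; plate controls were DMSO negative control for no effect and GSK-3 inhibitor IX positive control for full effect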
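Assay system: human HeLa cells, native beta-catenin; doses: 5 µM primary, 0.02–20 µM confirmation; incubation: compound treatment 24 h, 37°C, 5% CO2; technique: fluorescence imaging of beta-catenin antibody stain plus DAPI; measure: % activation, nuclear-to-cytoplasmic median beta-catenin signal ratio per cell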
WT yeast gro inh mutant strain – further read-out of WT yeast gro inh, marked with its call; inhibition, %; mitochondrial fusion phenotypic screen, mutant strain inhibition
Dynein transport cytoplasmic EGFP – second read-out of Dynein transport, no call of its own (marks repeat the call); z-score; measured here: cytoplasmic GR-EGFP intensity; hits give high values
Dynein transport nuclear GR-EGFP – recorded beside Dynein transport, whose call it bears; z-score; measured here: nuclear GR-EGFP intensity;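 lower value marks the stronger effect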
Dynein transport cell count – second read-out of Dynein transport, no call of its own (marks repeat the call); z-score; measured here: cell count per field
bCat nuc transl cell count 5 µM – recorded beside bCat nuc transl, whose call it bears; cell count; measured here: cell count, cytotoxicity flag
T cell HTS vesicle-bound % – recorded beside T cell HTS, whose call it bears; double positive events, %; measured here: CD8+ vesicle-bound cell fraction;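 binding gate set so that unloaded-vesicle control wells show 10% double positive cells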
MT stabilize HCS Hoechst-high % – also measured in MT stabilize HCS; calls as there; % Hoechst-high responders; measured here: nuclear condensation Hoechst responders;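 share of cells brighter than vehicle mean plus two SD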
MT stabilize HCS cytotoxicity % – recorded beside MT stabilize HCS, whose call it bears; toxicity, %; measured here: cytotoxicity by cell density;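 0% = mean cell density of plate MIN control wells and 100% = no cells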
Autophagy mod cell loss 18 h – also measured in Autophagy mod; calls as there; toxicity, %; measured here: cell loss, nuclei count;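 cell loss after 18 h compound exposure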
* hit, by the source's call.

Cc1cc(C)c(S(=O)(=O)c2ccccc2)c(OC(=O)c2c(Cl)cccc2Cl)n1 was read as Dynein transport -1.3, T cell HTS inactive, MT stabilize HCS 2.3, P. falciparum M17LAP 0%, M1AAP inhibition 14%, WT yeast gro inh 27, Autophagy mod inactive, bCat nuc transl -5.3, WT yeast gro inh mutant strain 20, Dynein transport cytoplasmic EGFP -0.14, Dynein transport nuclear GR-EGFP 0.18, Dynein transport cell count -0.2, bCat nuc transl cell count 5 µM 1039, T cell HTS vesicle-bound % 50, MT stabilize HCS Hoechst-high % 1.1, MT stabilize HCS cytotoxicity % 5.7 and Autophagy mod cell loss 18 h 4.
Screening COc1cccc(C2c3c(oc4ccc(Cl)cc4c3=O)C(=O)N2c2cc(C)on2)c1OC (stereo unspecified) returned Dynein transport 0.016, T cell HTS inactive, MT stabilize HCS 3.5, P. falciparum M17LAP 19%, M1AAP inhibition 5%, Yfh1-depleted yeast inactive, WT yeast gro inh -18, Autophagy mod inactive, bCat nuc transl -0.6, WT yeast gro inh mutant strain 4, Dynein transport cytoplasmic EGFP -0.23, Dynein transport nuclear GR-EGFP 0.033, Dynein transport cell count 0.059, bCat nuc transl cell count 5 µM 1161, T cell HTS vesicle-bound % 12, MT stabilize HCS Hoechst-high % 1.7, MT stabilize HCS cytotoxicity % 5.5 and Autophagy mod cell loss 18 h 23.
CCCNC(=O)N(C)c1nncnc1C(=O)NC was read as Dynein transport 0.082, T cell HTS inactive, MT stabilize HCS 2.4, P. falciparum M17LAP 1%, M1AAP inhibition 5%, Yfh1-depleted yeast inactive, WT yeast gro inh -10, Autophagy mod inactive, bCat nuc transl -6.6, WT yeast gro inh mutant strain 4, Dynein transport cytoplasmic EGFP -0.21, Dynein transport nuclear GR-EGFP 0.3, Dynein transport cell count 0.13, bCat nuc transl cell count 5 µM 1020, T cell HTS vesicle-bound % 36, MT stabilize HCS Hoechst-high % 1.6, MT stabilize HCS cytotoxicity % 5.2 and Autophagy mod cell loss 18 h 4.
For C=CC#CC1(O)CC(C)N(C)CC1C (stereo unspecified) the results were Dynein transport 0.7, T cell HTS inactive, MT stabilize HCS 2.8, P. falciparum M17LAP -15%, M1AAP inhibition -7%, Yfh1-depleted yeast inactive, WT yeast gro inh 16, Autophagy mod inactive, bCat nuc transl -1.4, WT yeast gro inh mutant strain -1, Dynein transport cytoplasmic EGFP -0.21, Dynein transport nuclear GR-EGFP -0.05, Dynein transport cell count -0.18, bCat nuc transl cell count 5 µM 1212, T cell HTS vesicle-bound % 17, MT stabilize HCS Hoechst-high % 2.0, MT stabilize HCS cytotoxicity % 1.3 and Autophagy mod cell loss 18 h -5.
For COC(=O)c1ccccc1NC(=O)CS(=O)(=O)Cc1nc(-c2ccc(C)cc2)oc1C the results were Dynein transport -0.19, T cell HTS inactive, MT stabilize HCS 7.1, P. falciparum M17LAP -111%, M1AAP inhibition -17%, Yfh1-depleted yeast inactive, WT yeast gro inh 10, Autophagy mod inactive, bCat nuc transl -0.4, WT yeast gro inh mutant strain 7, Dynein transport cytoplasmic EGFP -0.29, Dynein transport nuclear GR-EGFP -0.11, Dynein transport cell count 0.7, bCat nuc transl cell count 5 µM 1144, T cell HTS vesicle-bound % 18, MT stabilize HCS Hoechst-high % 5.3, MT stabilize HCS cytotoxicity % 12 and Autophagy mod cell loss 18 h 9.
`CCOC(=O)c1ccc(NC(=S)N(CCCN2CCN(CC)CC2)Cc2cccs2)cc1` gave Dynein transport 0.41, T cell HTS inactive, MT stabilize HCS 5.1, P. falciparum M17LAP -1%, M1AAP inhibition -2%, Yfh1-depleted yeast inactive, WT yeast gro inh 8, Autophagy mod inactive, bCat nuc transl 1.4, WT yeast gro inh mutant strain 2, Dynein transport cytoplasmic EGFP -0.34, Dynein transport nuclear GR-EGFP 0.49, Dynein transport cell count 0.24, bCat nuc transl cell count 5 µM 1040, T cell HTS vesicle-bound % 23, MT stabilize HCS Hoechst-high % 2.3, MT stabilize HCS cytotoxicity % 4.5 and Autophagy mod cell loss 18 h 11.
For O=[N+]([O-])c1cc([N+](=O)[O-])c2c(=Nc3ccccc3)n(-c3ccccc3)n(O)c2c1 the results were Dynein transport -2.2, T cell HTS inactive, MT stabilize HCS 4.1, P. falciparum M17LAP -4%, M1AAP inhibition 6%, Yfh1-depleted yeast inactive, WT yeast gro inh 47, Autophagy mod inactive, bCat nuc transl 1.3, WT yeast gro inh mutant strain 42, Dynein transport cytoplasmic EGFP 0.12, Dynein transport nuclear GR-EGFP -0.75, Dynein transport cell count -0.49, bCat nuc transl cell count 5 µM 999, T cell HTS vesicle-bound % 8, MT stabilize HCS Hoechst-high % 3.6, MT stabilize HCS cytotoxicity % 2.8 and Autophagy mod cell loss 18 h 12.
`COc1ccc(NC2(c3ccccc3)OC(=O)c3ccccc32)cc1` (stereo unspecified) gave Dynein transport 0.29, T cell HTS inactive, MT stabilize HCS 3.2, P. falciparum M17LAP -5%, M1AAP inhibition -2%, Yfh1-depleted yeast inactive, WT yeast gro inh -12, Autophagy mod inactive, bCat nuc transl -2.1, WT yeast gro inh mutant strain -1, Dynein transport cytoplasmic EGFP -0.28, Dynein transport nuclear GR-EGFP 0.3, Dynein transport cell count -0.013, bCat nuc transl cell count 5 µM 1167, T cell HTS vesicle-bound % 51, MT stabilize HCS Hoechst-high % 3.6, MT stabilize HCS cytotoxicity % 3.1 and Autophagy mod cell loss 18 h -1.
Screening CC(C)(C)NS(=O)(=O)c1ccc(CCC(=O)Nc2ccc3c(c2)OCO3)cc1 returned Dynein transport -1.7, T cell HTS inactive, MT stabilize HCS 3.0, P. falciparum M17LAP 1%, M1AAP inhibition 14%, Yfh1-depleted yeast inactive, WT yeast gro inh -3, Autophagy mod inactive, bCat nuc transl -14, WT yeast gro inh mutant strain 17, Dynein transport cytoplasmic EGFP 0.021, Dynein transport nuclear GR-EGFP -0.53, Dynein transport cell count 5.1, bCat nuc transl cell count 5 µM 1249, T cell HTS vesicle-bound % 11, MT stabilize HCS Hoechst-high % 2.4, MT stabilize HCS cytotoxicity % 8.0 and Autophagy mod cell loss 18 h 16.
Cc1cccc(C)c1NC(=O)NC1CC2CCC(C1)N2Cc1cccs1 (stereo unspecified) was read as Dynein transport -0.76, T cell HTS inactive, MT stabilize HCS 1.3, P. falciparum M17LAP -4%, M1AAP inhibition 8%, Yfh1-depleted yeast inactive, WT yeast gro inh 12, Autophagy mod inactive, bCat nuc transl 3.0, WT yeast gro inh mutant strain 13, Dynein transport cytoplasmic EGFP -0.2, Dynein transport nuclear GR-EGFP -0.75, Dynein transport cell count 0.75, bCat nuc transl cell count 5 µM 973, T cell HTS vesicle-bound % 24, MT stabilize HCS Hoechst-high % 1.4, MT stabilize HCS cytotoxicity % 4.5 and Autophagy mod cell loss 18 h -3.
For O=C(Cn1ncc2c(=O)oc3ccccc3c21)NCC1CCCO1 (stereo unspecified) the results were Dynein transport -0.51, T cell HTS inactive, MT stabilize HCS 5.6, P. falciparum M17LAP -7%, M1AAP inhibition 6%, Yfh1-depleted yeast inactive, WT yeast gro inh -13, bCat nuc transl -1.3, WT yeast gro inh mutant strain 1, Dynein transport cytoplasmic EGFP -0.16, Dynein transport nuclear GR-EGFP -0.04, Dynein transport cell count 0.017, bCat nuc transl cell count 5 µM 1171, T cell HTS vesicle-bound % 27, MT stabilize HCS Hoechst-high % 2.3 and MT stabilize HCS cytotoxicity % 5.7.
`C=CCn1c(NCc2ccc3c(c2)OCO3)nc2ccccc21` gave Dynein transport 0.079, T cell HTS inactive, MT stabilize HCS 5.5, P. falciparum M17LAP -4%, M1AAP inhibition -2%, Yfh1-depleted yeast inactive, WT yeast gro inh 0, Autophagy mod inactive, bCat nuc transl -12, WT yeast gro inh mutant strain -10, Dynein transport cytoplasmic EGFP -0.19, Dynein transport nuclear GR-EGFP 0.38, Dynein transport cell count -0.18, bCat nuc transl cell count 5 µM 706, T cell HTS vesicle-bound % 24, MT stabilize HCS Hoechst-high % 2.9, MT stabilize HCS cytotoxicity % 5.0 and Autophagy mod cell loss 18 h -9.
For CCC(CC)C(=O)Nc1cc(C(=O)OC)ccc1C(=O)OC the results were Dynein transport 0.022, T cell HTS inactive, MT stabilize HCS 1.8, P. falciparum M17LAP -1%, M1AAP inhibition -2%, Yfh1-depleted yeast inactive, WT yeast gro inh 2, Autophagy mod inactive, bCat nuc transl 0.2, WT yeast gro inh mutant strain 3, Dynein transport cytoplasmic EGFP -0.23, Dynein transport nuclear GR-EGFP 0.19, Dynein transport cell count 0.089, bCat nuc transl cell count 5 µM 506, T cell HTS vesicle-bound % 28, MT stabilize HCS Hoechst-high % 2.0, MT stabilize HCS cytotoxicity % 3.3 and Autophagy mod cell loss 18 h 16.
Screening COc1ccc(/C=N/n2c(=O)[nH]c3c([nH]c4ccc(F)cc43)c2=O)cc1CN1CCCCC1 returned Dynein transport 0.14, T cell HTS inactive, P. falciparum M17LAP -2%, M1AAP inhibition 4%, Yfh1-depleted yeast inactive, bCat nuc transl -1.7, Dynein transport cytoplasmic EGFP -0.29, Dynein transport nuclear GR-EGFP -0.35, Dynein transport cell count 0.38, bCat nuc transl cell count 5 µM 1140 and T cell HTS vesicle-bound % 39.

Assay outcomes deposited in PubChem by several laboratories.
